Tb PYK inh – inhibitors of Trypanosoma brucei pyruvate kinase | Q57TT1 | TbPYK enzyme, Kinase-Glo Plus ATP luminescence, 45 min | Potency, µM (top dose mostly 76.8 µM), without a hit: at the top dose activity, negative = inhibition, usual class: inhibitors | hit rate 0.12% among 410,000 | AID 624173; further: potency means the concentration at half of the fitted maximal effect; on the % scale 0 is the no-effect control and ±100 the full control effect; nearly all actives have a fitted effect of over 50% in size
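T. brucei PYK with substrate was exposed to pin-transferred compounds across a concentration series, then started with 130 uM ADP (final). After 45 min at room temperature, Kinase-Glo Plus luminescence was read, normalized and curve-fitted.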
Pf growth 96h – P. falciparum growth inhibition at 96 hours. P. falciparum luciferase reporter growth, 96 h. Potency, µM (series often up to 28.7 µM), for the others: at the top dose activity change, negative = inhibition, hits mostly inhibitors. hit rate 6.9% among 320,000. AID 504834; further: potency means the concentration at half of the fitted maximal effect; on the % scale 0 is the no-effect control and ±100 the full control effect
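Infected RBCs, 2% Hct / 0.05% parasitemia final; luciferase-reporter P. falciparum; cpd 96 h, 37 C, 5% CO2; luciferase detection reagent; luminescence.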
Pf growth 48h – P. falciparum growth inhibition at 48 hours (one generation); P. falciparum luciferase growth in erythrocytes, 48 h; Potency, µM (top dose mostly 28.7 µM), for inactives: at the top dose activity change, negative = inhibition, hits mostly inhibitors; hit rate 5.9% among 310,000; AID 504832; further: potency means the concentration at half of the fitted maximal effect; on the % scale 0 is the no-effect control and ±100 the full control effect
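Luciferase-expressing P. falciparum in infected erythrocytes (2% hematocrit, 0.1% parasitemia final) in RPMI 1640/0.5% Albumax were exposed to compound for 48 hours at 37 C, 5% CO2; growth read as luminescence.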
AMA1 RON2 block – disrupts binding of P. falciparum AMA1 to RON2; AlphaScreen AMA1-biotinylated RON2 peptide binding; Potency, µM (series often up to 58.2 µM), for inactives: at the highest dose activity change, negative = inhibition, hits mostly inhibitors; hit rate 0.2% among 360,000;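 further: potency means the concentration at half of the fitted maximal effect; 0% = vehicle wells and -100% = peptide control; nearly all actives have a fitted effect of over 45% in size; some results filed as inactive show a strong effect at the top dose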
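AMA1 (3D7) with his tag at 25 nM final met compounds first, then biotinylated RON2 peptide at 25 nM; detection used donor plus acceptor beads, 10 µg/mL apiece, read by AlphaScreen after 30 min at room temperature.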
LmPK inhibitor – blocks Leishmania mexicana pyruvate kinase activity. Q27686. purified LmPK, Kinase-Glo ATP luminescence, 1 h. Potency, µM (titrated, usually from 57.5 µM), for inactives: at the top dose activity change, negative = inhibition, hits mostly inhibitors. hit rate 0.37% among 290,000. AID 1721; further: potency means the concentration at half of the fitted maximal effect; on the % scale 0 is the no-effect control and ±100 the full control effect
Target sequence (Q27686 whole entry, looked up): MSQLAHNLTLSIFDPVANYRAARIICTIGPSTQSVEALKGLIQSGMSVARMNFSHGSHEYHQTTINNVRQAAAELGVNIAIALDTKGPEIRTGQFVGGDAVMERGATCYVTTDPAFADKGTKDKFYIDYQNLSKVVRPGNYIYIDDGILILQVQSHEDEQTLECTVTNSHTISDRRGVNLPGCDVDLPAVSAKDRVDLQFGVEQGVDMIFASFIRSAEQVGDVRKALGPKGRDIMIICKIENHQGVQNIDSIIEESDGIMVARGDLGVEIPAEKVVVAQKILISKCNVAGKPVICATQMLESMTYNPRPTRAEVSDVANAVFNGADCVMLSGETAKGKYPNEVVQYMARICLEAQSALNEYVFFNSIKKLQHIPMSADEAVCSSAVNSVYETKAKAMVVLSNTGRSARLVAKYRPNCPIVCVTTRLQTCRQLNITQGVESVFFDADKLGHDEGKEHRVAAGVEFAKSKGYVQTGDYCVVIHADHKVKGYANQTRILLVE
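Screened at intermediate enzyme activity to detect both inhibitors and activators: LmPK at 0.1 nM, with a 0.5 nM enzyme column as activation reference. PEP 0.5 mM, ADP 0.1 mM; ATP detected by luminescence after 1 h.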
Cycloheximide cs – counter-screen hit for Shiga toxin inhibitors, cycloheximide; cell reporter, cycloheximide protein synthesis inhibition counterscreen; max response, %; hit rate 12% among 300,000; AID 2314; in the data active means max response mostly above about 13%, no sharp cut-off; inactive means mostly below about 14%; further: read at 38.3 µM for the half of the compounds with a filed dose; 0% is about no effect
Shiga inhibitor – Shiga toxin inhibition | hit rate 9.2% among 290,000 | Vero cells, Shiga toxin protein synthesis inhibition reporter | inhibition, % at 38.7 µM; in the data active means inhibition mostly above about 28%, no sharp cut-off; inactive means mostly below about 43%; further: 0% is about no effect
An asterisk follows results filed as active; ? = inconclusive; . = not tested or not shown; [ ] = another dose, or the depositor's remark. Unless noted, the call rests on the fitted dose curve; in most records, active means well fitted curve in the direction sought with a large enough effect; inconclusive means small, poorly fitted or top-dose-only effect, or another doubt; inactive means no such curve, though single readings can be large; an effect the other way counts as inactive or inconclusive.

(1) NC(CCC(=O)O)C12CC3CC(CC(C3)C1)C2 (configuration not stated)
(2) C=CCn1c(=N)c(C(=O)OCC)cc2c(=O)n3cc(C)ccc3nc21
(3) COc1ccccc1N(CC(O)Cn1ccnc1C)S(=O)(=O)c1ccccc1 (configuration not stated)
(4) O=C(NCC1CCCO1)NC12CC3CC(CC(C3)C1)C2 (configuration not stated)
(5) Cc1ccc(CCNS(=O)(=O)c2ccc3c(c2)NC(=O)CCS3)cc1
(6) CCn1c(SCC(=O)Nc2nccs2)nnc1-c1ccc(S(=O)(=O)N2CCCCC2)cc1
(7) C=CCN1C(=O)c2ccccc2Sc2ccc(C(=O)N3CCN(C)CC3)cc21
(8) CCc1nc2ccc(C(=O)Nc3ccc(NC(C)=O)cc3)cc2nc1CC

Assay by compound	1	2	3	4	5	6	7	8
Tb PYK inh	-4%	.	3%	3%	-2%	5%	5%	1%
Pf growth 96h	-17%	-17%	54%[activator]	36%[activator]	13µM*	-3%	9.3µM*	2%
Pf growth 48h	9%	13%	-9%	.	8%	?	?	-2%
AMA1 RON2 block	-7%	.	-6%	-1%	-3%	-17%	-6%	-2%
LmPK inhibitor	4%	-3%	5%	13%	7%	-2%	0%	0%
Cycloheximide cs	1	11	-3	1	-3	-2	1	-1
Shiga inhibitor	-8	-5	-18	4	-9	2	-4	-5

(9) CN(C)c1ccc(N2CC(C)(C)C2=O)cc1
(10) O=C(Nc1ccc(N2CCOCC2)cc1)c1cccc(S(=O)(=O)N2CCCC2)c1
(11) COc1cccc(N(C(=O)c2sc(C)nc2C)C(C(=O)NCC2CCCO2)c2ccccc2)c1 (configuration not stated)
(12) CNNC(=O)C(C)NC(=O)c1ccc(Br)cc1 (configuration not stated)
(13) Cn1cnnc1Sc1ccc(C(=O)NCCC(c2ccccc2)c2ccccc2)cc1[N+](=O)[O-]
(14) Nc1nc2nccc(-c3cccnc3)n2n1
(15) CCCN(Cc1cc2cc(C)ccc2[nH]c1=O)C(=O)c1cccc([N+](=O)[O-])c1
(16) Cc1cc(C)nc(SCc2ccc(C(=O)N/N=C3\CCCC(=O)C3)cc2)n1

Assay by compound	9	10	11	12	13	14	15	16
Tb PYK inh	-8%	-4%	0%	0%	-8%	6%	2%	-9%
Pf growth 96h	52%[activator]	-22%	-1%	9%	?	-16%	-9%	?
Pf growth 48h	-3%	-22%	-16%	29%	8.3µM*	?	?	?
AMA1 RON2 block	-9%	-8%	7%	17%	-9%	-14%	1%	90%[activator]
LmPK inhibitor	-1%	-6%	-7%	2%	3%	-3%	1%	1%
Cycloheximide cs	33*	1	-8	-2	0	-4	1	-2
Shiga inhibitor	44*	-6	11	-3	17	-7	-7	-5

(17) C1=CC(Cc2cncs2)c2ccccc21 (configuration not stated)
(18) CN(C)C(=O)N1CCC(C(=O)NCc2cccs2)CC1
(19) C[C@H](NC(=O)c1ccccc1Cl)C(=O)NCCc1ccc(S(N)(=O)=O)cc1
(20) CCC(C)(C)C1CCc2[nH]nc(C(=O)NCC3CC3)c2C1 (configuration not stated)
(21) Cc1cc([N+](=O)[O-])nn1Cc1ccc(F)cc1
(22) O=S(=O)(NCc1ccc(C(F)(F)F)cc1)c1ccc(-n2cnnn2)cc1
(23) CC(C)(C)C(=O)NC(NC(=S)Nc1ccc(S(N)(=O)=O)cc1)C(Cl)(Cl)Cl (configuration not stated)
(24) O=C(C1=C(O)C(=O)N(CCc2ccccc2)C1c1ccncc1)c1cc2ccccc2o1 (configuration not stated)

Assay by compound	17	18	19	20	21	22	23	24
Tb PYK inh	0%	-5%	-3%	-6%	-3%	-7%	-2%	1%
Pf growth 96h	?	.	-5%	?	10%	38%[activator]	?	0%
Pf growth 48h	-23%	2%	11%	?	-31%	4%	-7%	11%
AMA1 RON2 block	3%	-8%	-12%	2%	8%	-1%	-8%	1%
LmPK inhibitor	.	-5%	-3%	.	10%	-8%	0%	2%
Cycloheximide cs	.	0	-4	.	1	-1	-1	7
Shiga inhibitor	.	-10	-16	.	-17	-9	-18	13

Reprinted from above for reference:
(8) CCc1nc2ccc(C(=O)Nc3ccc(NC(C)=O)cc3)cc2nc1CC
(9) CN(C)c1ccc(N2CC(C)(C)C2=O)cc1
(10) O=C(Nc1ccc(N2CCOCC2)cc1)c1cccc(S(=O)(=O)N2CCCC2)c1
(11) COc1cccc(N(C(=O)c2sc(C)nc2C)C(C(=O)NCC2CCCO2)c2ccccc2)c1 (configuration not stated)
(12) CNNC(=O)C(C)NC(=O)c1ccc(Br)cc1 (configuration not stated)
(13) Cn1cnnc1Sc1ccc(C(=O)NCCC(c2ccccc2)c2ccccc2)cc1[N+](=O)[O-]
(14) Nc1nc2nccc(-c3cccnc3)n2n1
(15) CCCN(Cc1cc2cc(C)ccc2[nH]c1=O)C(=O)c1cccc([N+](=O)[O-])c1
(16) Cc1cc(C)nc(SCc2ccc(C(=O)N/N=C3\CCCC(=O)C3)cc2)n1
(17) C1=CC(Cc2cncs2)c2ccccc21 (configuration not stated)

Assay by compound	8	9	10	11	12	13	14	15	16	17
Tb PYK inh	1%	-8%	-4%	0%	0%	-8%	6%	2%	-9%	0%
Pf growth 96h	2%	52%[activator]	-22%	-1%	9%	?	-16%	-9%	?	?
Pf growth 48h	-2%	-3%	-22%	-16%	29%	8.3µM*	?	?	?	-23%
AMA1 RON2 block	-2%	-9%	-8%	7%	17%	-9%	-14%	1%	90%[activator]	3%
LmPK inhibitor	0%	-1%	-6%	-7%	2%	3%	-3%	1%	1%	.
Cycloheximide cs	-1	33*	1	-8	-2	0	-4	1	-2	.
Shiga inhibitor	-5	44*	-6	11	-3	17	-7	-7	-5	.

(18) CN(C)C(=O)N1CCC(C(=O)NCc2cccs2)CC1
(19) C[C@H](NC(=O)c1ccccc1Cl)C(=O)NCCc1ccc(S(N)(=O)=O)cc1
(20) CCC(C)(C)C1CCc2[nH]nc(C(=O)NCC3CC3)c2C1 (configuration not stated)
(21) Cc1cc([N+](=O)[O-])nn1Cc1ccc(F)cc1

Assay by compound	18	19	20	21
Tb PYK inh	-5%	-3%	-6%	-3%
Pf growth 96h	.	-5%	?	10%
Pf growth 48h	2%	11%	?	-31%
AMA1 RON2 block	-8%	-12%	2%	8%
LmPK inhibitor	-5%	-3%	.	10%
Cycloheximide cs	0	-4	.	1
Shiga inhibitor	-10	-16	.	-17

Continuation.
(25) Cc1nc(-c2cc(-c3ccc(Cl)cc3)no2)cs1
(26) O=C(NCc1ccco1)c1ccc(CS(=O)(=O)Cc2ccc(Cl)cc2)o1
(27) S=c1[nH]nc(Cc2cccs2)n1-c1cccc2ccccc12
(28) Cc1c(NC(=O)c2ccccc2)c(=O)n(-c2ccccc2)n1C
(29) COc1cc(OC)cc(C(=O)N2CCN(c3ccccn3)CC2)c1
(30) CCN(CC)c1ccc(S(=O)(=O)N2CCOCC2)cc1NC(=O)C1CC1
(31) O=C1c2ccccc2-c2onc3ccc(N4CCCC4)c1c23
(32) O=C(NCc1ccccc1F)C1CCN(S(=O)(=O)c2ccccc2)CC1

Assay by compound	25	26	27	28	29	30	31	32
Tb PYK inh	-6%	8%	?	-2%	0%	9%	-6%	6%
Pf growth 96h	366%[activator]	12%	-11%	10µM*	-10%	-8%	39%[activator]	30%
Pf growth 48h	285%[activator]	-18%	12%	25%	11%	-4%	9.3µM*	-8%
AMA1 RON2 block	-4%	-10%	41%[activator]	0%	-6%	18%	?	-5%
LmPK inhibitor	-7%	-1%	7.9µM*	0%	-7%	.	-26%	5%
Cycloheximide cs	52*	-4	1	-2	0	.	-6	7
Shiga inhibitor	83*	-1	3	12	-4	.	11	-4

(33) CN1C(=O)N(CC(=O)N2CCN(c3ccccc3F)CC2)C(=O)C12CCCCC2
(34) COc1ccc(Br)cc1CNC(=O)CCc1nc(-c2ccc(C)cc2)no1
(35) CCOC(=O)C1CCCN(CCC(C)c2ccccc2)C1 (configuration not stated)
(36) CCn1c(SCC(=O)N2CC(=O)Nc3ccccc32)nnc1-c1ccoc1C
(37) CN(CC(=O)Nc1c(Cl)cccc1Cl)C(=O)C1CC(=O)N(Cc2ccccc2)C1 (configuration not stated)
(38) CC(C)n1c(SCC(=O)Nc2nc3c(s2)CCCC3)nc2c1c(=O)n(C)c(=O)n2C
(39) COc1ccc2[nH]c3c(=S)nc[nH]c3c2c1
(40) COc1ccccc1C(=O)NCC1CCN(c2ccc(S(=O)(=O)N3CCOCC3)cc2)CC1

Assay by compound	33	34	35	36	37	38	39	40
Tb PYK inh	5%	-8%	27%	5%	0%	0%	?	0%
Pf growth 96h	28%	3%	.	?	?	-11%	4%	3.3µM*
Pf growth 48h	?	-3%	1%	-5%	4%	?	57%[activator]	.
AMA1 RON2 block	-23%	-2%	-6%	-17%	42%[activator]	4%	99%[activator]	-4%
LmPK inhibitor	.	-1%	-4%	5%	.	11%	6%	2%
Cycloheximide cs	.	7	-3	-1	.	2	9	4
Shiga inhibitor	.	-4	-11	12	.	-9	31	-11

(41) CCOc1ccccc1CN1CCNC(=O)C1CC(=O)N(C)C1CCOCC1 (configuration not stated)
(42) CCn1nnnc1SCC(=O)N1CCCc2ccccc21
(43) CCOC(=O)C1=C(N)Oc2ccc3ccccc3c2C1c1ccc(O)cc1 (configuration not stated)
(44) CN1/C(=C\C(=O)c2cccnc2Cl)C(C)(C)c2ccccc21
(45) CCCN(C(=O)CCSc1ccc(F)cc1)c1c(N)n(Cc2ccccc2)c(=O)[nH]c1=O
(46) COC(=O)c1cc(-c2ccc(Br)cc2)c2c(=O)[nH]c(=O)n(C)c2n1
(47) CS(=O)(=O)c1ccc2nc(NC(=O)c3ccc(N4C(=O)CCC4=O)cc3)sc2c1
(48) CCc1ccc(CNC(=O)c2ccc(NC(=O)C3=CSCCO3)cc2)cc1

Assay by compound	41	42	43	44	45	46	47	48
Tb PYK inh	0%	1%	0%	-3%	-9%	5%	-16%	-3%
Pf growth 96h	10%	?	?	-19%	4.7µM*	-2%	17%	?
Pf growth 48h	?	20%	-16%	7%	12µM*	-2%[0.00184 µM]	-1%	2%
AMA1 RON2 block	7%	0%	-15%	14%	-1%	15%	26%	-7%
LmPK inhibitor	0%	4%	-8%	-3%	-7%	1%	-1%	-6%
Cycloheximide cs	2	6	5	18*	1	1	1	33*
Shiga inhibitor	-8	25	16	-11*	-8	-2	5	21*

(49) Cc1cc(NC(=O)NC2CC(=O)N(c3ccc4c(c3)OCCO4)C2)no1 (configuration not stated)
(50) CCn1nnnc1SCC(=O)Nc1ccc2c(c1)OCO2
(51) Cc1ccc(C)c(NC(=O)c2cc(S(=O)(=O)N3CCOCC3)cn2C)c1
(52) C=CCn1c[n+](CC(=O)c2ccc(Br)s2)c2ccccc21

Assay by compound	49	50	51	52
Tb PYK inh	-8%	4%	1%	-1%
Pf growth 96h	-10%	1%	0%	36%[activator]
Pf growth 48h	-45%	67%[activator]	-13%	?
AMA1 RON2 block	-4%	15%	23%	-13%
LmPK inhibitor	-5%	6%	0%	4%
Cycloheximide cs	-5	16	1	-2
Shiga inhibitor	-8	45*	-7	-7

Source: PubChem
